# Bioassay records: PubChem BioAssay, National Center for Advancing Translational Sciences (NCATS)
# uPA generation – blocks generation of uPA at the cell surface. 0.31% of 330,000 active. cell surface uPA generation assay, qHTS. Potency, µM (titrated, usually from 38.3 µM), for inactives: at the top dose activity change, negative = inhibition, most hits filed as inhibitors; active = well fitted inhibition curve with a large enough effect; inconclusive = small, poorly fitted or top-dose-only effect; inactive = no such curve, though single readings can be large or run the other way; tested in mouse RAW 264.7 cells; also: potency is read from the fitted curve at half-maximal effect; % is scaled to controls: 0 for no effect and ±100 for the full control effect; nearly all actives have a fitted effect of over 55% in size
# Tb PFK block – T. brucei PFK enzyme inhibition; 0.17% of 330,000 active; Potency, µM (series often up to 57.5 µM), without a hit: at the highest dose activity, negative = inhibition, hits mostly inhibitors; O15648; T. brucei PFK, ADP-Glo luminescence;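 also: potency is read from the fitted curve at half-maximal effect; 0% = uninhibited 1x PFK enzyme wells and -100% = no-enzyme wells; nearly all actives have a fitted effect of over 60% in size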
#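 PFK 1.25 nM, F6P 0.5 mM, ATP 0.1 mM, 0.1 M TEA pH 8.0, 5 mM MgCl2, 0.01% Tween20, 0.1% BSA; 45 min RT. ADP-Glo readout. qHTS titration up to 57 uM; curves fitted, compounds curve-classed.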
# BCR signal inh – chronic active BCR signaling inhibition | Potency, µM (doses to about 46.1 µM), for inactives: at the top dose ratio change, negative = lower green/red ratio, actives largely listed as inhibitors | 0.05% of 340,000 active | ABC-DLBCL IkBa-CBG/CBR reporter, luminescence ratio, 4 h | AID 493014; active = well fitted inhibition curve with a large enough effect in the signal ratio, with a control signal flat, not every such curve was filed as active; inconclusive = small, poorly fitted or top-dose-only effect, or effect the other way, or a change in a side signal; the % refers to the signal ratio;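 also: potency is read from the fitted curve at half-maximal effect; plate controls were basal doxycycline-induced cells for no effect and cells given 10 µM MG132 for full effect; MG132 reads +100%, hits lower the ratio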
#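 Doxycycline induced both beetle luciferases in TMD8 lymphoma cells; IKK-driven degradation limits the IkappaBalpha-fused green signal, while red luminescence normalises for cell number and nonspecific effects. Compounds tested up to 46 uM, 4 hrs.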
# Mito fusion act – blocks mitochondrial division or promotes mitochondrial fusion | Potency, µM (highest dose often 46.1 µM), inactives show at the top dose growth rescue (activation), usual class: activators | S. cerevisiae fusion-defective mutant growth rescue, CellTiterGlo 48 h | AID 485298 | 0.23% of 320,000 active;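 also: potency is read from the fitted curve at half-maximal effect; % of control where 0% means no effect; nearly all actives have a fitted effect of over 45% in size; temperature-sensitive fusion mutants such as fzo1-1 at 37 °C on non-fermentable ethanol glycerol medium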
#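 Read-out: ATP-based luminescence (CellTiterGlo, 10 min ambient) reporting growth of fusion-defective ts yeast after 48 hours at 37C on glycerol/ethanol YPEG medium in the presence of compound.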
# TSG101-PTAP inh – blocks PTAP/TSG101 interaction to inhibit HIV-1 budding; Q99816; Fluorescence polarization, FITC-PTAP peptide / Tsg101 binding; Potency, µM (top dose mostly 115 µM), for inactives: top-dose activity change, negative = inhibition, usual class: inhibitors; 340,000 tested, under 10 active; AID 493005; active = well fitted inhibition curve with a large enough effect in the main read-out, with a control signal flat, not every such curve was filed as active; inconclusive = small, poorly fitted or top-dose-only effect, or effect the other way, or a change in a side signal; inactive = no such curve, though single readings can be large or run the other way; also: potency is read from the fitted curve at half-maximal effect; % of control where 0% means no effect
# Target sequence (Q99816 whole entry, looked up): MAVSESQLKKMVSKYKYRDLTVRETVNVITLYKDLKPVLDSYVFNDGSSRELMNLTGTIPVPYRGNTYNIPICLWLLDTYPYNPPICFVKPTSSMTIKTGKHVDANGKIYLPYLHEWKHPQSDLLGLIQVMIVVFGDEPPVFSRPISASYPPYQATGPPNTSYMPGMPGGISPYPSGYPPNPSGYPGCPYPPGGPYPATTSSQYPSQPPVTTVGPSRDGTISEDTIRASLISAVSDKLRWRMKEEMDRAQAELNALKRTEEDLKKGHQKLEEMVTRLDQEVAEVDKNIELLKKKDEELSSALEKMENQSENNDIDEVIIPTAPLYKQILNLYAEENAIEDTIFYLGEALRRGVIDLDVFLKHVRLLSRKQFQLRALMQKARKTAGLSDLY
#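 Fluorescence polarization binding of Tsg101 binding domain (10 uM final) to FITC-labeled PTAP peptide (50 nM final) in HEPES pH 7.5 buffer with NaCl, Tween 20, EDTA, TCEP. Compounds added before peptide; binding 20 min at RT.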
# USP2a block – blocks human ubiquitin-specific protease USP2a; O75604; USP2 core, Ub-CHOP2 coupled fluorogenic reporter, 485/531; Potency, µM (series often up to 38.3 µM), for inactives: at the highest dose activity change, negative = inhibition, most hits filed as inhibitors; 0.01% of 330,000 active;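 also: potency is read from the fitted curve at half-maximal effect; plate controls were DMSO wells for no effect and full inhibition by NEM control for full effect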
#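 Cell-free coupled assay: 10nM USP2 core preincubated 30min RT with compound in Tris-HCl pH 8.0/CaCl2/CHAPS buffer, then 25nM Ub-CHOP2 and 25nM reporter substrate; fluorescence (Ex 485/Em 531) read after 60min RT, normalized to NEM inhibition, concentration-response curves fitted.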
# B2AR arrestin – agonists driving beta-arrestin recruitment to human beta2-adrenergic receptor; Potency, µM (top dose mostly 46.1 µM), for the others: at the highest dose activation, hits mostly activators; P07550; 0.02% of 330,000 active; beta-arrestin recruitment to beta2AR, cell-based reporter; AID 492947;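 also: potency is read from the fitted curve at half-maximal effect; 0% = DMSO controls and full agonism = EC100 isoproterenol or metaproterenol; nearly all actives have a fitted effect of over 65% in size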
# TSHR antag – human thyrotropin receptor antagonism; TSHR-expressing cells, TSH-stimulated cAMP HTRF, 2 h; hits give low values; activity change, negative = inhibition, % at 11.5 µM; 0.2% of 330,000 active; AID 504810;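 active = activity change below a set negative limit, meaning inhibition stronger than a set level, cut at about -70% in these data; inconclusive = activity change between two set negative limits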; also: % is scaled to controls: 0 for no effect and ±100 for the full control effect
# Target sequence (P16473 whole entry, looked up): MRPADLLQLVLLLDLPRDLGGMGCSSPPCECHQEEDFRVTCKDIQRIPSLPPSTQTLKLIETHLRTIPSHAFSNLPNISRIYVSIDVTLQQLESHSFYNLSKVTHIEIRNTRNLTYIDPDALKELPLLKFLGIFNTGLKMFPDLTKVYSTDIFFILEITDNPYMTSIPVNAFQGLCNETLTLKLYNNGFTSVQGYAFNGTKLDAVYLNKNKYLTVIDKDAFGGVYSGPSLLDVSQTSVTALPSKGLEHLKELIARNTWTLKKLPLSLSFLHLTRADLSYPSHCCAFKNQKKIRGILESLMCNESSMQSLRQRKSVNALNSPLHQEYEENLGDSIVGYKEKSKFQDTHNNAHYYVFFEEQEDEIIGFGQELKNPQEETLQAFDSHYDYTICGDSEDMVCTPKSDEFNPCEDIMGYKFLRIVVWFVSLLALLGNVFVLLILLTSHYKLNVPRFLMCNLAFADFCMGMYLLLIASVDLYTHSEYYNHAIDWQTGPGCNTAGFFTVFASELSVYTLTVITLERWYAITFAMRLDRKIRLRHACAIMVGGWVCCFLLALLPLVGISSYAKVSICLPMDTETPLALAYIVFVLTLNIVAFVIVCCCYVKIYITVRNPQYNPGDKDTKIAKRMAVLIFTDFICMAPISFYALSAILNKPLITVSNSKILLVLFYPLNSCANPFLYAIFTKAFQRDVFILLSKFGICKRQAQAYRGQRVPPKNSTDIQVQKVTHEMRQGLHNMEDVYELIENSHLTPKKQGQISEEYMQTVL
#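 TSHR-expressing cells, 200/well, pre-treated with compound, then stimulated with EC80 TSH (4nM final) for 2 hours at 37 deg C. cAMP measured by competitive HTRF: anti-cAMP cryptate antibody in lysis buffer plus cAMP-d2, read after 30 minutes at room temperature.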
# ELG1 DNA repair – inhibitors of ELG1-dependent DNA repair in HEK293T cells. Potency, µM (doses to about 46.1 µM), inactives show at the top dose activity change, negative = inhibition, most hits filed as inhibitors. AID 504467. HEK293T ELG1-luciferase reporter, luminescence, 16 h; DNA damage induced by 5-fluorouridine. 2.3% of 330,000 active; also: potency is read from the fitted curve at half-maximal effect; % is scaled to controls: 0 for no effect and ±100 for the full control effect; nearly all actives have a fitted effect of over 55% in size
#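 Cells (2,000 per well) received 5-fluorouridine plus test compound or DMSO and were incubated 16 hr at 37 °C, 5% CO2. Luciferase activity was read by luminescence 30 min after ONE-Glo addition; signal suppression marked inhibition of damage-induced ELG1 function.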
# TCR activator – activates T cell receptor signaling | 330,000 tested, under 10 active | Potency, µM (series often up to 9.22 µM), without a hit: at the highest dose activation of IL-2 secretion, hits mostly activators | primary human leukocytes, anti-CD3, IL-2 HTRF, 48 h; also: % of control where 0% means no effect
#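 Primary human leukocytes were stimulated with a-CD3 beads plus compounds for 48 hr without co-stimulation; secreted IL-2 was quantified by HTRF using a-IL-2-K (europium cryptate) and a-IL-2-d2, excited at 320nm with acceptor emission read at 665nm.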
# Eya2 phos inh – blocks the phosphatase activity of human Eya2; O00167; recombinant Eya2, OMFP fluorescence dephosphorylation (OMFP is methylfluorescein phosphate); Potency, µM (doses to about 76.9 µM), for the others: at the top dose activity, negative = inhibition, usual class: inhibitors; 0.006% of 330,000 active; AID 488837; also: potency is read from the fitted curve at half-maximal effect; % is scaled to controls: 0 for no effect and ±100 for the full control effect
#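 Eya2 (0.2 uM) preincubated 10 min at ambient with compound, then OMFP substrate added at 50 uM; 10 min reaction in 50 mM HEPES pH 7.5, 50 mM NaCl, 5 uM MgCl2, 0.05% BSA, 1 mM DTT. Fluorescence read at Ex 485/Em 525 nm.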
# * marks the source's active call; other numbers are inactive results; ? = inconclusive; . = not tested or not shown; [ ] = dose if it differs, or a comment. Unless noted, calls follow the shape of the dose curve; as a rule, active = well fitted curve in the direction sought with a large enough effect; inconclusive = small, poorly fitted or top-dose-only effect, or another doubt; inactive = no such curve, though single readings can be large; an effect the other way counts as inactive or inconclusive.
SMILES,uPA generation,Tb PFK block,BCR signal inh,Mito fusion act,TSG101-PTAP inh,USP2a block,B2AR arrestin,TSHR antag,ELG1 DNA repair,TCR activator,Eya2 phos inh
O=C(/C=C/c1ccccc1)N/C(=C/c1ccccc1)C(=O)Nc1ccc(C(=O)O)cc1,0%,0%,-14%,-6%,-1%,7%,0.0%,-2,12%,8%[46.1 µM],-1%
CCCCC1CC(/C(C)=N/NC(N)=O)OC1=O (configuration not stated),0%,2%,2%,-2%,-4%,1%,-0.4%,25,-2%,3%,4%
CC(C)(C)Nc1nc(-c2ccccn2)nc2ccccc12,-8%,1%,?,-19%,-3%,2%,0.7%,-1,?,3%,2%
O=C(NC1=NCCS1)c1ccc(Cl)c(Cl)c1,-4%,-1%,?,-3%,-3%,0%,-0.3%,1,?,-4%,-1%
COc1ccc(COC(=O)C2=C(C)NC(=O)NC2c2cc(OC)ccc2OC)cc1 (configuration not stated),5%,4%,?,3%,-5%,0%,-0.3%,0,-7%,3%,-8%
COc1ccc(NC(=O)N2CCc3ccccc3C2)cc1OC,-11%,2%,3%,1%,-4%,-1%,5.1%,24,0%,1%,5%
COC(=O)c1ccc(COc2ccccc2/C=N/NS(=O)(=O)c2ccccc2)cc1,.,-4%,?,-3%,-4%,-6%,0.2%,1,-4%,3%,-10%
CC1Cc2ccccc2N1CC(=O)NC(=O)NCc1ccco1 (configuration not stated),7%,-2%,?,-2%,-7%,-2%,0.1%,-1,1%,-5%,1%
Cc1cc2nc(-c3ccc(=O)[nH]c3)n(Cc3ccccc3)c2cc1C,9%,3%,?,-8%,-7%,-1%,0.5%,0,?,5%,-3%
Nc1c(C(=O)c2ccc(Cl)cc2)oc2ccccc12,1%,-22%,-2%,25µM*,1%,0%,-1.5%,-12,?,-5%[46.1 µM],-5%
O=C(N/N=C1\CCCc2ccccc21)c1ccccc1Cl,-2%,-2%,?,4%,-10%,2%,0.3%,-1,?,-1%,-3%
C/C(=N\N)c1c(-c2ccccc2)c2cc(Br)ccc2[nH]c1=O,0%,2%,?,-3%,-4%,0%,6.1%,-10,-5%,4%,-8%
C[C@]12C(=O)N(c3ccc(C(F)(F)F)cc3)C(=O)N1[C@H]1c3ccccc3OC[C@@H]1[C@H]2c1ccccc1,6%,1%,1%,.,0%,3%,0.0%,-35,27%,5%,3%
CCN(C(=O)COC(=O)c1cccnc1SC)C1CCCCC1,6%,-3%,-17%,12%,-7%,0%,0.2%,-35,-1%,8%,-3%
CC(C)NC(=O)NC(=O)COC(=O)c1cc[n+]([O-])cc1,-2%,-10%,5%,0%,-2%,12%,-1.1%,6,-14%,3%,3%
Nc1c(C(=O)CSc2nc3ccccc3o2)c(=O)[nH]c(=O)n1C1CC1,?,-3%,0%,-4%,-5%,2%,0.0%,-10,?,-4%,16%
CCOC(=O)C1CCN(C(=O)CSC2=NCCS2)CC1,0%,2%,0%,-3%,-7%,-1%,0.5%,20,4%,-1%,-19%
COc1ccc(-n2cnnc2SCC(=O)Nc2ccc(C(N)=O)cc2)cc1,1%,23%,-1%,-4%,0%,1%,0.0%,2,11%,-1%,1%
COc1ccc(C(=O)NCc2csc(C(C)C)n2)cc1OC1CCN(C(C)=O)CC1,-6%,0%,?,?,.,1%,-0.1%,10,0%,-1%,7%
COc1ccc(N/C=C(\[N+](=O)[O-])S(=O)(=O)c2ccccc2)cc1,-3%,-3%,?,11%,-2%,-2%,-0.5%,18,-20%,1%,8%
COc1ccc(N/C=C(\C#N)S(=O)(=O)c2ccc(OC)cc2)cc1,8%,-5%,?,-4%,-1%,-4%,-0.1%,-4,1%,-4%,0%
CC(=O)c1ccc(S(=O)(=O)Nc2ccc(S(=O)(=O)N3CCCCC3)cc2)cc1,0%,1%,6%,.,-2%,6%,0.0%,.,8%,7%,4%
CSCCC(NC(=O)c1ccc(C(C)(C)C)cc1)C(=O)O (configuration not stated),.,-2%,?,-2%,-1%,3%,-1.3%,-3,9%,5%,11%
CC(C)C(=O)Nc1csc(C(F)(F)F)c1-c1ccccc1,-11%,1%,8%,-1%,1%,1%,0.2%,-32,9%,0%,-10%
O=C(NC1CCCCC1)c1ccc(-n2cncn2)c([N+](=O)[O-])c1,1%,0%,-6%,.,1%,3%,0.7%,-11,-6%,-2%,2%
CCOC(=O)c1sc(NC(=O)C2CC(=O)N(c3ccc(C)cc3)C2)nc1C (configuration not stated),0%,2%,-1%,-21%,-1%,0%,0.2%,-4,-19%,8%,-7%
COc1ccc(C(CC(=O)N2CCN(c3ccccc3)CC2)c2c(OC)cc(OC)c3ccc(=O)oc23)cc1 (configuration not stated),-4%,4%,?,8%,1%,-1%,-0.3%,-1,16%,-1%,-10%
NC(N)=S,8%,2%,6%,.,0%,-1%,-0.9%,-23,15%,6%,10%
COc1ccc(C2CC(=O)c3cnc(N4CCN(Cc5ccccc5)CC4)nc3C2)cc1 (configuration not stated),-1%,-5%,-8%,26%,-2%,0%,0.2%,-15,?,3%,-9%
O=C(N/N=C/c1ccc(O)c(O)c1)c1cc(-c2ccccc2)nc2ccccc12,-13%,2%,1%,2%,-1%,1%,0.1%,-11,2%,.,-11%
CCCC(=O)C1=C(O)C(C(=O)OC)C(C)(C)CC1=NC(C)C (configuration not stated),2%,-2%,5%,-7%,-2%,-2%,-0.7%,-10,1%,7%[46.1 µM],-24%
CCOC(=O)c1ccc(Nc2cc(C)nc(C)c2C(=O)OCC)cc1,1%,1%,-27%,1%,-9%,0%,0.0%,-10,?,2%,0%
O=C(c1ccc(Cl)cc1)C1CCN(C(=O)C2CC2)CC1,3%,-2%,0%,0%,1%,-8%,-0.2%,8,-21%,2%,6%
O=[N+]([O-])c1ccc2nc(SCc3ccccc3Cl)sc2c1,-10%,1%,?,1%,-6%,1%,-0.1%,34,14%,.,2%
O=C(CNc1ccc2ccccc2c1)N/N=C/c1ccncc1,6%,-11%,?,3%,-5%,0%,-0.6%,-8,-1%,-12%,6%
COc1ccccc1N1CCN(CC(=O)Nc2ccc(CN3CCCCC3)cc2)CC1,-1%,-27%,-1%,-2%,-5%,1%,0.1%,0,-6%,.,-3%
Cc1ccc(-n2nnnc2CNC(=O)C2CC(=O)N(c3ccccc3)C2)cc1C (configuration not stated),-15%,0%,6%,3%,-10%,1%,-1.1%,13,5%,4%,-1%
O=C(O)c1cccc(NC(=O)c2cc(-c3cccc(Cl)c3)nc3ccccc23)c1,0%,-1%,0%,3%,-2%,2%,-0.2%,-17,?,0%,2%
COc1cc(NS(=O)(=O)c2cc(C)ccc2OC)c(OC)cc1Cl,-1%,0%,1%,3%,-4%,0%,0.3%,-9,-15%,-6%,3%
Cc1ccccc1NC(=O)CCS(=O)(=O)c1cccc2nonc12,-3%,10%,-26%,-13%,-7%,0%,0.5%,-28,1%,-2%,-2%
O=S(=O)(c1ccc2c(c1)OCCO2)N1CCC(c2nc3ccccc3[nH]2)CC1,.,-1%,1%,-1%,-7%,-1%,-0.2%,-6,?,-2%,12%
COc1ccc2[nH]c3c(=O)n(Cc4ccco4)cnc3c2c1,1%,0%,?,2%,-5%,-2%,0.3%,3,?,4%,-11%
COc1ccc(C2C(C(=O)O)CCC(=O)N2c2ccc(C)cc2)cc1OC (configuration not stated),4%,0%,5%,7%,-1%,10%,-0.8%,4,5%,-13%,2%
C=CCn1c(CCNC(=O)c2ccc(Cl)c(Cl)c2)nnc1SCCOc1ccc(OC)cc1,.,2%,-1%,1%,-10%,-10%,-0.3%,4,16µM*,-6%,1%
O=C(CCNC(=O)c1ccc(Cl)cc1)Nc1ccccc1N1CCCCC1,7%,-4%,5%,23%,-4%,1%,0.4%,-15,9%,.,-7%
Cn1nc(C(F)(F)F)c(/C=N/OC(=O)c2ccccc2Cl)c1SCc1ccccc1Cl,-12%,0%,8%,7%,-7%,-1%,-0.2%,-13,13µM*,3%,10%
CCn1c(SCC(=O)NCc2cccs2)nnc1-c1ccncc1,5%,-6%,6%,1%,-7%,-2%,0.2%,5,1%,-4%,8%

# Rows are unselected; overall some 3% were active at least once.
